KAT2A inh: qHTS Assay for Inhibitors of GCN5L2; GCN5L2 HAT assay, ThioGlo1 CoA-SH fluorescence; Potency, µM (titrated, usually from 58.9 µM), for the others: top-dose activity change, negative = inhibition, actives largely listed as inhibitors; 390,000 compounds, 0.21% hits
Target sequence (Q92830 whole entry, looked up): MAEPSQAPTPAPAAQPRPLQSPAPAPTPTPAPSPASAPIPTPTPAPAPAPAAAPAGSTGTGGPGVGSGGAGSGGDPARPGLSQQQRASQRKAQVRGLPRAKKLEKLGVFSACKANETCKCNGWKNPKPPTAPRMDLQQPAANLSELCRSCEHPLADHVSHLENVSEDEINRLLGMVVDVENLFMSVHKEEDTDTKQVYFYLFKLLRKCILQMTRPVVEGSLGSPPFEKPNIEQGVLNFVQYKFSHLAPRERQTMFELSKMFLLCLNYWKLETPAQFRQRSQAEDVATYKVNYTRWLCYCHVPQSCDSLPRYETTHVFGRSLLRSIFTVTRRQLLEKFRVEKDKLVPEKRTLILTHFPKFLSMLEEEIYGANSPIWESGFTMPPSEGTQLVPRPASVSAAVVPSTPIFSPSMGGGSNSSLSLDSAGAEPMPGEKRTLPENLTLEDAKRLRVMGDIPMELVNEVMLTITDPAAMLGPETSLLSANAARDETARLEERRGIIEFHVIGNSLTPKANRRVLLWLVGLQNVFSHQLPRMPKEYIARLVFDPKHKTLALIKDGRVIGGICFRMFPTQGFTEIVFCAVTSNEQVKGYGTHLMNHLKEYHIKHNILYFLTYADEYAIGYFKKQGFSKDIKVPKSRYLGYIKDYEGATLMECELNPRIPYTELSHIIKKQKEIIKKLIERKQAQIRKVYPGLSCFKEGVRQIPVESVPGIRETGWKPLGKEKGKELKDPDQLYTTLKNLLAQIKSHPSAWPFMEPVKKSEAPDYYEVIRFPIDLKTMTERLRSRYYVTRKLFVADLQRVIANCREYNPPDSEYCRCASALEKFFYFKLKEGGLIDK
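GCN5L2 (20 nM) in 50mM HEPES pH 7.5, 0.1mM EDTA, 0.01% Tween-20 preincubated 15 min with compounds at room temperature. Reaction started with H3(1-25) 75uM, acetyl-CoA 70uM, ThioGlo1 50uM; CoA-thiol fluorescence (Ex340/Em540) read at 0 and 20 min.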
N370S GC mod: qHTS Assay for Inhibitors and Activators of N370S glucocerebrosidase as a Potential Chaperone Treatment of Gaucher Disease. 330,000 compounds, 0.092% hits. N370S GC spleen homogenate, 4MU-glucoside fluorescence. Potency, µM (top dose mostly 59.4 µM), for the others: at the top dose activity change, negative = inhibition, most hits filed as inhibitors. Lysosomal acid glucosylceramidase (Homo sapiens), P04062. AID 2101, 2009;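 also: 0% = full enzyme activity and -100% = no enzyme basal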
FEN1 inhibitor: qHTS Assay for the Inhibitors of Human Flap endonuclease 1 (FEN1). P39748. Recombinant FEN1 flap cleavage, fluorescence, 15 min. Potency, µM (doses to about 114 µM), for the others: at the top dose activity change, negative = inhibition, usual class: inhibitors. 390,000 compounds, 0.35% hits. AID 588795, 2011; also: nearly all actives have a fitted effect of over 65% in size
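Reaction started by adding substrate (50 nM final) to 10 nM enzyme after 15 min room-temperature compound preincubation. Reads at 0 and 15 min, with data normalized and fitted to a four-parameter Hill equation.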
Starred values were filed as active, the others as inactive; ? = inconclusive; / = not tested or not shown; & = joins results of further samples; [ ] = another dose, or the depositor's remark. Calls follow the shape of the dose curve; as a rule, active = well fitted curve in the direction sought with a large enough effect; inconclusive = small, poorly fitted or top-dose-only effect, or another doubt; inactive = no such curve, though single readings can be large; an effect the other way counts as inactive or inconclusive. Unless noted, % is scaled to controls: 0 for no effect and ±100 for the full control effect; potency is read from the fitted curve at half-maximal effect. Compounds as they come. About 0.54% of those tested had a hit in this group.

Values run as follows: KAT2A inh	N370S GC mod	FEN1 inhibitor
Cc1ccc(C(=O)N/N=C2\CCSC2)cc1[N+](=O)[O-]
    -2%	7%	-1%
CCCCN1C(=O)C2C3C=CC(C2C1=O)C1C2C(=O)N(CCCC)C(=O)C2C31 (centres undefined)
    -4%	7%	0%
COC(=O)c1cc(=O)n(Cc2cccs2)c(=Nc2ccc(F)cc2)s1
    ?	10%	-26%
CCN(CC)C(=O)n1c(Cc2ccccc2)nc2ccccc21
    -5%	2%	0%
N=C1/C(=C\c2ccc(SCc3ccccc3)o2)C(=O)N=C2SC=NN12
    ?	-12%	-19%
COc1ccc(CC(=O)N[C@@H]2c3cc(OC)c(OC)cc3C[C@H]2OCc2ccccc2)cc1
    1%	/	4%
CCN(CC(=O)Nc1ccc(NC(C)=O)cc1)C(=O)c1ccc(N2CCC(C)CC2)c([N+](=O)[O-])c1
    -1%	/	-17%
CCSc1ncc(/C=N/Nc2ccccc2)n1C
    3%	-11%	15%
O=C(Nc1cc(C(=O)N2CCCC2)ccc1N1CCCC1)C1CC1
    -3%	12%	-4%
COc1ccc(C2NC(=O)CCC2[N+](=O)[O-])cc1 (centres undefined)
    -2%	-4%	2%
O=[N+]([O-])c1ccc(O)c(C2=NNC(c3ccccc3F)C2)c1 (centres undefined)
    -20%	5%	-31%
Cc1cccc(C(=O)NC(=S)N2CCc3ccccc3C2)c1
    -4%	-1%	1%
Cn1c(=O)c(=O)n(C)c2cc(S(=O)(=O)N3CCCCCC3)ccc21
    -2%	9%	0%
COc1ccccc1N1CCN(C(=O)c2cc(-c3ccc(C)cc3)on2)CC1
    -11%	14%	-22%
COc1ccccc1OCc1nc2ccccc2s1
    1%	9%	4%
COc1ccc(OCCN(C)Cc2c(O)ccc3ccccc23)cc1
    -6%	12%	-25%
CC(Cc1cccs1)N(Cc1ccc(Cl)cc1)C(=O)c1ccncc1 (centres undefined)
    -8%	-3%	-5%
COc1ccc(N2C(=O)CCC(C(C)=O)=C2C)cc1
    -3%	-14%[2.35 µM]	-2%
Oc1ccc(/C=N/n2c(-c3ccco3)csc2=Nc2cccnc2)c(O)c1
    -4%	-10%	-1%
Cc1nc(Nc2cc(F)ccc2C)c2nnn(Cc3ccccc3)c2n1
    ?	2%	-16%

(list continues)
Values run as follows: KAT2A inh	N370S GC mod	FEN1 inhibitor
Cc1nn(Cc2c(F)c(F)c(F)c(F)c2F)c(C)c1NC(=O)c1ccc(COc2ccc(Cl)cc2Cl)o1
    -9%	16%	-11%
NC(=O)c1nsc(C(=O)N(CC(=O)NC2CCCCC2)c2ccc(Cl)cc2)c1N
    -6%	1%	-8%
CC(=O)NCCNC(=O)CCCn1c(=O)[nH]c2ccsc2c1=O
    -6%	/	1%
COc1cc(OC)c(NS(=O)(=O)c2cn(C)cn2)cc1Cl
    1%	13%	-16%
CN(Cc1cc2ccccc2[nH]c1=O)C(=O)COc1ccccc1
    0%	-3%	18%
O=C(COc1ccc(Br)cc1)N1CCN(c2ccc([N+](=O)[O-])c(N3CCCCC3)c2)CC1
    -5%	-2%	-4%
O=c1[nH]cccc1-c1nc2cc(Cl)ccc2n1Cc1ccccc1
    2%	28%	-6%
COc1ccc2c(=O)c(-c3cnn(-c4ccccc4)c3)c(C)oc2c1
    -9%	16%	-8%
CCc1c(C)c2ccc(O)c(CN3CCN(c4cc(Cl)ccc4C)CC3)c2oc1=O
    1%	/	-3%
Cc1cccc(OC2CCN(Cc3c(C(=O)N4CCCC4)nc4ccccn34)CC2)c1
    -14%	1%	-11%
Cc1c(C)c2c(OCC(=O)NCc3ccco3)cc3c(c2oc1=O)CCC(C)(C)O3
    -6%	12%	3%
O=C(CCC(=O)N1CC2CCCN2c2ccccc21)NCc1ccc(F)cc1 (centres undefined)
    -8%	/	-6%
COc1ccccc1CNC(=O)C(C)n1c(=O)cc(-c2ccccc2)c2c(C)nn(C)c21 (centres undefined)
    -28%	/	-19%
Cc1cc(/C=N/NC(=O)COc2cccc3cccnc23)c(C)n1-c1ccc(O)cc1
    -3%	-13%	4%
CN(CC(=O)Nc1c(Cl)cccc1Cl)C(=O)Cn1[nH]c(=O)c2ccccc2c1=O
    -9%	/	-1%
COc1ccc(CN2C(=O)C(C)Nc3ncnc(N4CCN(c5ccccc5)CC4)c32)cc1 (centres undefined)
    -9%	/	-15%
O=C1CC(N2C(=O)/C(=C/C=C/c3ccccc3)SC2=S)C(=O)N1c1ccccc1 (centres undefined)
    -4%	-12%	-1%
CCNC(=O)Nc1cc2nc(C)n(Cc3ccc(Br)cc3)c2nc1C
    -3%	5%	-4%
CN(Cc1ccc(F)cc1)S(=O)(=O)c1nnc(NC(=O)c2ccccc2Cl)s1
    -1%	/	9%
CCN(CC)CCCNC(=O)c1cc(-c2ccc(Cl)cc2)on1
    8%	1%	-1%

Additional results follow:
Values run as follows: KAT2A inh	N370S GC mod	FEN1 inhibitor
O=C(c1ccc(Cl)cc1)N1CCN(C(=O)C2CCCCC2)CC1
    0%	-10%	6%
Cc1ccc(Cl)cc1NC(=O)c1oc2ccc(S(=O)(=O)N3CCC4(CC3)OCCO4)cc2c1C
    -23%	/	16%
Cc1onc(-c2c(Cl)cccc2Cl)c1C(=O)N1CCN(c2ccc(F)cc2)CC1
    -2%	-1%	-5%
CN(C(=O)c1c[nH]c2ccc(S(=O)(=O)Nc3cccc(C(F)(F)F)c3)cc2c1=O)C1CCCCC1
    -3%	/	6%
O=C(O)c1c[nH]ccc1=O
    -2%	-5%	-2%
OC(CNCc1ccccc1)(c1ccc(F)cc1)c1ccc(F)cc1
    -5%	-6%	-16%
CC1CCN(C(=O)CCc2ccc(Oc3cc([N+](=O)[O-])cc([N+](=O)[O-])c3)cc2)CC1
    -1%	-16%	-13%
N#Cc1cn(CCCOc2ccccc2)c2ccccc12
    -4%	?	-2%
CCc1ccc(NC(=S)NC(=O)c2c(-c3ccccc3Cl)noc2C)cc1
    -6%	7%	-32%
CC(C)c1ccc(OCc2ccc(C(=O)N3CCN(c4ccccn4)CC3)cc2)cc1
    -1%	-7%	?
Cc1cc(CNC(=O)C(C)n2cc([N+](=O)[O-])cn2)c2ccccc2n1 (centres undefined)
    -3%	-5%	0%
CCn1c(/C=C/Nc2ccccc2)[n+](CC)c2ccc(C(=O)OCC(F)(F)F)cc21
    -5%	-30%	-3%
Cc1ccc(C)c(NC(=O)CSc2nncn3c2cc2sccc23)c1
    -4%	/	14%
CCNC(=O)N1C(CC(=O)OCC)C(=O)NC2CCCCC21 (centres undefined)
    3%	0%	2%
COc1cccc(/C=N/Nc2ncnc3c2ncn3Cc2ccccc2)c1O
    -2%	-16%	0%
Nc1ccc(NC(=O)c2cccc(C(=O)Nc3ccc(N)cc3Cl)c2)c(Cl)c1
    ?	-9%	-5%&-21%
COc1ccc(S(=O)(=O)Nc2cccc3c2O[C@@H](CN(C)CC2CC2)[C@@H](C)CN([C@@H](C)CO)C3=O)cc1
    -5%	/	12%
COc1ccc(N(C(=O)C(C)C)S(=O)(=O)c2cccs2)cc1
    -4%	6%	?
CN1CCN(c2ccc(NC(=O)COc3ccccc3Cl)cc2)CC1
    0%	-1%	-5%
C=CC1=C(C(=O)O)N2C(=O)[C@@H](NC(=O)/C(=N\OCC(=O)O)c3csc(N)n3)[C@H]2SC1
    -6%	/	5%

Other compounds follow.
Values run as follows: KAT2A inh	N370S GC mod	FEN1 inhibitor
O=C1CC(N2CCN(Cc3ccccc3)CC2)C(=O)N1 (centres undefined)
    -5%	3%	0%
CC(Sc1nnc(-c2ccncc2)n1C)C(=O)Nc1nccs1 (centres undefined)
    0%	3%	16%
COCC(=O)Nc1nc(-c2ccccc2)c(C)s1
    -12%	-14%	5%
CCN(CC)C(=O)C1CCCN(c2ncnc3c2nc2n3CCCCC2)C1 (centres undefined)
    -12%	/	18%
Cc1ccccc1C(=O)NCC(c1ccc(N(C)C)cc1)N1CCCC1 (centres undefined)
    -3%	/	0%
O=C(CCc1c[nH]c2ccccc12)NCCc1ccc2c(c1)OCCO2
    2%	0%	8%
COc1ccc2ccccc2c1CNC(C)c1ccccc1 (centres undefined)
    -4%	-3%	-1%
Cn1nc(C(=O)NCCc2ccc(S(N)(=O)=O)cc2)c2c1-c1ccccc1S(=O)(=O)C2
    -7%	-4%	15%
Cc1ccc(NCC(=O)N/N=C/c2cccn2C)cc1
    -7%	0%	-1%
CC1CCc2nc(NCCO)nc(C(F)(F)F)c2C1 (centres undefined)
    -6%	-14%	-8%
Cc1nc(N2CCCC2)c2c(C(=O)N3CCN(c4cc(Cl)ccc4C)CC3)c(C)oc2n1
    3%	/	-5%
CCCCc1ccc(NS(=O)(=O)c2cc3c4c(c2)CC(=O)N4CCC3)cc1
    -8%	/	-2%
Cc1ccc(S(=O)(=O)NCC(=O)N(CC(=O)NC(C)(C)C)Cc2ccc3c(c2)OCO3)cc1
    -9%	3%	0%
CCOC(=O)C1CCN(c2nc(C)nc3c2oc2ccccc23)CC1
    -2%	11%	-11%
CC(=O)c1ccc(N2CCN(c3nc4ccccc4c4nc(-c5cccc(C)c5)nn34)CC2)cc1
    0%	/	-2%
Cc1noc(NS(=O)(=O)c2ccc(NC(=O)c3oc4ccc(F)cc4c3C)cc2)c1C
    -27%	-10%	-4%
CCOc1ccc(C(=O)Nc2ccc(N3CCN(C)CC3)cc2)cc1
    -2%	-2%	-15%
COc1cc(C)cc(OC)c1OCC(=O)Nc1cc(C)on1
    -1%	/	-2%
COc1cc(/C=C2/SC(=S)N(CC(=O)Nc3nc4ccccc4s3)C2=O)cc(OC)c1OC
    1%	3%	9%
CC(=O)c1sc(Nc2ccc(C)cc2)nc1C
    -4%	2%	6%

Single records (already shown). Screens in order: KAT2A inh | N370S GC mod | FEN1 inhibitor
CC(Sc1nnc(-c2ccncc2)n1C)C(=O)Nc1nccs1 (centres undefined) reads 0% | 3% | 16%
Cc1nc(N2CCCC2)c2c(C(=O)N3CCN(c4cc(Cl)ccc4C)CC3)c(C)oc2n1 reads 3% | / | -5%
Cc1ccc(S(=O)(=O)NCC(=O)N(CC(=O)NC(C)(C)C)Cc2ccc3c(c2)OCO3)cc1 reads -9% | 3% | 0%
COc1ccc2ccccc2c1CNC(C)c1ccccc1 (centres undefined) reads -4% | -3% | -1%
Cc1ccccc1C(=O)NCC(c1ccc(N(C)C)cc1)N1CCCC1 (centres undefined) reads -3% | / | 0%

New compounds follow
Values run as follows: KAT2A inh	N370S GC mod	FEN1 inhibitor
CCNC(=O)c1ccccc1NC(=O)C1CC(=O)N(C(C)C)C1 (centres undefined)
    -4%	-2%	20%
COc1cc(C2NC(C(=O)O)CS2)ccc1OCc1ccccc1C#N (centres undefined)
    -4%	5%	/
CCC(=O)Nc1ccc2nc(SCc3ccc(C)cc3)sc2c1
    -1%	/	0%
N#C/C(=N\Nc1ccc(Cl)cc1)C(N)=S
    -6%	-7%	-7%
Cc1cc(C)n2nc(SCc3nnc(SCCCCl)o3)nc2n1
    -27%	-15%	5%
CN1CCN(C(=O)CSc2nc(-c3ccco3)cc(C(F)(F)F)n2)CC1
    -4%	7%	7%
CCC(C)Sc1cc(-c2nc3ccccn3c2NC2CCCCC2)ccc1OC (centres undefined)
    -14%	21%	?
CCCS(=O)(=O)N1CCC(n2c(C)nc3cccnc32)CC1
    20%	/	18%
Cc1ccc(S(=O)(=O)N(C)CC(=O)OCC(=O)N2CCCC2=O)cc1
    -16%	8%	7%
COc1ccc(C(=O)OCC(=O)NC(Cc2ccccc2)C(C)=O)cc1S(=O)(=O)N1CCCC1 (centres undefined)
    3%	0%	-16%

An excerpt from above in order of SMILES length, high to low.
Values run as follows: KAT2A inh	N370S GC mod	FEN1 inhibitor
Cc1ccc(S(=O)(=O)N(C)CC(=O)OCC(=O)N2CCCC2=O)cc1
    -16%	8%	7%
COc1cc(C2NC(C(=O)O)CS2)ccc1OCc1ccccc1C#N (centres undefined)
    -4%	5%	/
CCCS(=O)(=O)N1CCC(n2c(C)nc3cccnc32)CC1
    20%	/	18%
Cc1cc(C)n2nc(SCc3nnc(SCCCCl)o3)nc2n1
    -27%	-15%	5%

Reformatted field by field: entries from further up.
Cc1onc(-c2c(Cl)cccc2Cl)c1C(=O)N1CCN(c2ccc(F)cc2)CC1
- KAT2A inh: -2%
- N370S GC mod: -1%
- FEN1 inhibitor: -5%
CN(C(=O)c1c[nH]c2ccc(S(=O)(=O)Nc3cccc(C(F)(F)F)c3)cc2c1=O)C1CCCCC1
- KAT2A inh: -3%
- N370S GC mod: /
- FEN1 inhibitor: 6%
